PP1 inh = blocks human PP1-alpha phosphatase, a PP5 counter-screen; inhibition, % at 6.7 µM; purified PP1alpha, OMFP fluorescence; 0.9% of 320,000 active;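 active = inhibition above the mean inhibition of all tested compounds plus 3 SD, computed separately for each screening campaign, cut at about 15% in these data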
procasp3 activ = activates human procaspase-3; recombinant procaspase-3 D3A, Ac-DEVD-pNA absorbance 405 nm; activation, % at 8.5 µM; 0.11% of 330,000 active; AID 463141;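 active = activation above the mean of all tested compounds plus 3 SD, cut at about 21% in these data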;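 note: 0% = DMSO alone and 100% = DMSO wells spiked with extra 5 µM PC-3 D3A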
Target sequence (P42574 whole entry D9A/D28A/D175A): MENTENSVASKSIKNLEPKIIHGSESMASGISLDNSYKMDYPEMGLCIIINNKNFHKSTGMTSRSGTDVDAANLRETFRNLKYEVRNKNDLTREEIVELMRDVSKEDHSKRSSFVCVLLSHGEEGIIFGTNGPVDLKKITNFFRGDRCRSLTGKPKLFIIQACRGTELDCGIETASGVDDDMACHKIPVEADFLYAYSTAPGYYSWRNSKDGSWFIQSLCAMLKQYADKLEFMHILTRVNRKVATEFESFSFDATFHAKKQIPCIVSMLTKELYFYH
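Assay system: Autoprocessing-dead procaspase-3 D3A mutant enzyme; also added: Ac-DEVD-pNA; doses: one concentration, 8.5 µM nominal, 0.8% DMSO; times: 1 h compound preincubation, 2 h substrate hydrolysis at 25 °C; technique: 405 nm absorbance of p-nitroaniline, reads at 0 and 120 min; measure: % activation between DMSO and enzyme-spiked controls; repeats: single replicate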
PAFAH2 FP inh = PAFAH2 (human) inhibition | AID 492956 | inhibition, % at 3.39 µM | 0.99% of 340,000 active | Q99487 | recombinant PAFAH2, FP-rhodamine activity probe, fluorescence polarization;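 active = inhibition above the mean over all tested compounds plus 3 SD, cut at about 30% in these data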;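 note: inhibitors block probe labeling of enzyme so polarization drops; 0% = enzyme with DMSO and 100% = wells lacking PAFAH2 protein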
Fh CTSL1 inh = cathepsin L1 inhibition, PFM18AAP counter-screen; recombinant F. hepatica cathepsin L1, Z-Leu-Arg-MCA fluorescence; inhibition, % at 5.96 µM; 0.49% of 300,000 active;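 active = inhibition above the mean of all tested compounds plus 3 SD, set per screening campaign, cut at about 17% in these data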;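 note: 0% = plate median of test compound wells and 100% = 1 µM Z-Phe-Ala-diazomethylketone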
PP5 primary = blocks human protein phosphatase 5 activity. P53041. purified PP5c, OMFP substrate fluorescence. inhibition, % at 6.7 µM. 0.18% of 320,000 active. AID 1987;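 active = inhibition above the campaign's mean inhibition across all tested compounds plus 3 SD, cut at about 9.5% in these data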;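 note: 0% = DMSO only and 100% = 100 µM cantharidin control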
HCV core dimer = blocks dimerization of HCV core protein; inhibition, % at 5 µM; 0.33% of 300,000 active; TR-FRET GST/Flag-core106 dimerization, 1536-well;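 active = inhibition above the mean of all tested compounds plus 3 SD, set per screening campaign, cut at about 45% in these data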
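Assay system: GST-tagged and Flag-tagged HCV core protein residues 1-106 / Times: compound-protein-antibody incubation 4 h at 22.5 °C / Signal: time-resolved FRET, ex 340 nm, em 617 and 671 nm / Evaluation: % inhibition based on acceptor/donor emission ratio / Benchmarks: wells lacking GST-core106 and wells with excess unlabelled core106 / Repeats: singlicate, one well per compound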
TPT1 inh = blocks Candida albicans tRNA 2'-phosphotransferase; 0.81% of 300,000 active; recombinant caTPT1, FP RNA substrate dephosphorylation; inhibition, % at 5 µM;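 active = inhibition above the mean of all tested compounds plus 3 SD, set per screening campaign, cut at about 24% in these data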;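 note: plate controls were DMSO alone for no effect and ferristatin control at 100 nM for full effect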
procasp7 counter = activates human procaspase-7, counter-screen for procaspase-3 activators. recombinant procaspase-7, Ac-DEVD-pNA absorbance 405 nm; D23A/D198A/D206A triple mutant, cannot self-cleave; scale: DMSO 0, 5 µM enzyme 100. activation, % at 8.5 µM. 0.093% of 330,000 active;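 active = percent activation above the screen-wide mean plus 3 SD, cut at about 25% in these data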
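Assay system: Uncleavable procaspase-7 mutant enzyme / Input: 2 µM procaspase-7 mutant as dispensed / Dosing: single nominal 8.5 µM compound dose, 0.8% DMSO final / Timing: 1 h enzyme–compound preincubation and 2 h substrate reaction, both 25 °C / Detection: p-Nitroaniline absorbance at 405 nm, read at 0 and 120 min / Replication: singlicate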
AHR act = human AHR activation; AHR-responsive luciferase reporter cells, luminescence; 2.5% of 320,000 active; P35869; activation, % at 5 µM; in the data active = activation above about 47%;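 note: 0% = vehicle wells and 100% = reference agonist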
Target sequence (P35869 whole entry, looked up): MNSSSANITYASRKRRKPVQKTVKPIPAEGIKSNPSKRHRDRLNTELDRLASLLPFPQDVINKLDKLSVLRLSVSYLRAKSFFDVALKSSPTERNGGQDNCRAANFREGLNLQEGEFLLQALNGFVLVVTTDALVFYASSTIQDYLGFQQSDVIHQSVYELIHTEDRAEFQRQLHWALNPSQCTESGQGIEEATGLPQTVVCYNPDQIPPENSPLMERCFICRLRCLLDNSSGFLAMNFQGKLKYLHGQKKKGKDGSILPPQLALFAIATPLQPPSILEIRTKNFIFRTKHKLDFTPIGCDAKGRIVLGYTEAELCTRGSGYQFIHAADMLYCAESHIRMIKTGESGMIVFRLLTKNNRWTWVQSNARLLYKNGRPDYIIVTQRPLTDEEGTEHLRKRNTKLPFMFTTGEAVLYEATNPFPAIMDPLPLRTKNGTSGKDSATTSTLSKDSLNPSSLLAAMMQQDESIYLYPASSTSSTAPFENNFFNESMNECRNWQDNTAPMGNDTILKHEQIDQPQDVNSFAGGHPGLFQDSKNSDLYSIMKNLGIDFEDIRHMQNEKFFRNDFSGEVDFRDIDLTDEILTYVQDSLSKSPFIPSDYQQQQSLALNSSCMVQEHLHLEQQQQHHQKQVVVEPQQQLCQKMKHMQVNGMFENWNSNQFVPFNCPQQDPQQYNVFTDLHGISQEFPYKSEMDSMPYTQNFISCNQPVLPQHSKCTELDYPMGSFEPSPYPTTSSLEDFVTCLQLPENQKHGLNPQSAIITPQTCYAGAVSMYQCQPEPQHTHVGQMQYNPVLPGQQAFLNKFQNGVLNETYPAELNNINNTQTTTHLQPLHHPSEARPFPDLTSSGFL
An asterisk follows results filed as active; nt = not tested or not shown.

SMILES	PP1 inh	procasp3 activ	PAFAH2 FP inh	Fh CTSL1 inh	PP5 primary	HCV core dimer	TPT1 inh	procasp7 counter	AHR act
COc1ccc(N(C(=O)c2ccco2)C(C(=O)NC2CCCCC2)c2cccs2)cc1OC (stereo unspecified)	-1	-5	1	0	1.6	4	-1	6	-1
Cc1ccc(OCCN2C(=O)NC3(CCc4ccccc4C3)C2=O)cc1 (stereo unspecified)	-4	2	-4	-2	0.4	5	-3	11	-3
CCOC1=C/C(=C/c2c(N)n3nc(CC(=O)N4CCCC4)sc3nc2=O)C=CC1=O	1	0	7	6	-2.3	-17	8	-1	0
C=CCC1Cc2c(cccc2[N+](=O)[O-])C(CC=C)N1 (stereo unspecified)	-3	-2	-9	-2	-1.1	0	0	-11	1
O=C(O)c1ccccc1CSc1nc2ccccc2s1	2	-2	-4	1	-0.7	6	1	-4	24
CCn1cc(C(=O)OCC(=O)c2cc(C)n(-c3ccccc3F)c2C)c(=O)c2ccc(C)nc21	3	3	12	-2	1.0	24	0	-1	-1
COc1ccc2c(CC(=O)OCC(=O)NC(N)=O)coc2c1	-2	-4	6	-6	0.4	-9	-1	3	2
C=CCSc1nnc2c(n1)[nH]c1c(C)cccc12	0	-12	6	1	3.0	0	1	-11	64*
CCOC(=O)Cc1nnc(NCc2ccccc2)c2ccccc12	-3	10	6	4	-0.2	4	0	0	3
COCCNc1nc2c(c(=O)n(C)c(=O)n2C)n1Cc1cccc(C)c1	-2	1	2	1	1.5	-4	-3	2	1
CCN(CC(=O)Nc1c(F)cccc1F)C(=O)c1ccccn1	-6	-3	15	nt	0.1	nt	nt	2	0
NC(=O)c1ccccc1[N+](=O)[O-]	-3	-2	5	nt	-1.1	nt	nt	16	1
CC(=O)/C=C1/SC(CC(=O)O)C(=O)N1c1ccccc1 (stereo unspecified)	-1	-4	-7	2	1.3	1	-4	-1	0
COc1cccc(C2c3[nH]c4ccccc4c3CCN2Cc2cccn2-c2ncccn2)c1 (stereo unspecified)	3	-6	10	0	3.2	-6	-2	-8	28
Nc1cc(C(F)(F)F)cc([N+](=O)[O-])c1N	1	-2	-5	-1	0.9	-11	-4	-3	7
CC(=O)N(C)c1ccc(N=Cc2cc3c(cc2[N+](=O)[O-])OCO3)cc1	1	-6	6	-4	0.3	-1	-3	-7	2
O=C(NCCc1ccccc1)C(=O)NCCC1CCCCN1S(=O)(=O)c1cccs1 (stereo unspecified)	-4	4	0	-1	-0.8	4	-3	2	1
CCOC(=O)Cc1csc(NC(=O)c2ccc(F)cc2)n1	-5	-5	-3	0	-1.1	7	-2	-4	3
CCCn1c(SCc2ccc(C(=O)OC)o2)nc2ccccc2c1=O	-4	-1	0	4	-1.1	6	0	0	-1
CC(=O)c1ccc(NS(=O)(=O)c2c(C)cc(C)cc2C)cc1	-1	-10	-4	1	5.9	5	-5	-2	1
C/C(=N\NC(N)=S)c1ccc(Cl)s1	-3	-12	-2	11	1.2	-7	2	3	-4
CCOC(=O)N1CCC(=NNc2ccc(S(=O)(=O)N3CCOCC3)cc2[N+](=O)[O-])CC1	-4	-1	0	-1	0.1	2	4	9	-2
Cc1ccc(NC(=O)COC(=O)c2cc(Cl)cc(Cl)c2)c(Br)c1	-4	5	1	6	2.4	-1	-3	-12	0
Cn1c(CN2CCCCC2)nc2cc(NS(=O)(=O)c3ccc(F)cc3)ccc21	-4	4	-2	-3	2.2	0	-2	8	1
CCOc1ccc(NC(=O)NCc2cccnc2)cc1	-2	2	8	3	3.2	-2	3	-1	10
CCCCNC(=O)C(NS(=O)(=O)c1cccc2nsnc12)c1ccccc1 (stereo unspecified)	-1	6	-2	-3	1.7	2	4	6	-1
CN(C)CCN1C(=O)c2ccccc2C1=O	4	11	-1	nt	0.1	nt	nt	4	-1
O=c1c2ccccc2n2nnnc2n1-c1ccccc1	0	-2	0	3	2.0	-7	-1	-6	2
O=C(NCc1nc2ccccc2[nH]1)C1=C[C@@H](c2csc3ccccc23)C[C@@H](OCc2ccc(CO)cc2)O1	1	1	-32	-1	3.3	19	1	-5	6
CCOC(=O)C[C@H]1c2cc(F)ccc2S(=O)(=O)N1C(C)C	2	-4	3	-2	-0.6	-9	-2	5	0

By substructure, those above containing a furan ring, fused or not (3)
SMILES	PP1 inh	procasp3 activ	PAFAH2 FP inh	Fh CTSL1 inh	PP5 primary	HCV core dimer	TPT1 inh	procasp7 counter	AHR act
COc1ccc(N(C(=O)c2ccco2)C(C(=O)NC2CCCCC2)c2cccs2)cc1OC (stereo unspecified)	-1	-5	1	0	1.6	4	-1	6	-1
COc1ccc2c(CC(=O)OCC(=O)NC(N)=O)coc2c1	-2	-4	6	-6	0.4	-9	-1	3	2
CCCn1c(SCc2ccc(C(=O)OC)o2)nc2ccccc2c1=O	-4	-1	0	4	-1.1	6	0	0	-1

More results
SMILES	PP1 inh	procasp3 activ	PAFAH2 FP inh	Fh CTSL1 inh	PP5 primary	HCV core dimer	TPT1 inh	procasp7 counter	AHR act
O=C(O)COc1ccc(NC(=O)c2cccs2)cc1	-3	6	-6	0	1.3	-3	0	14	0
Cc1nn(C(C)(C)C)c(NC(=O)c2ccc(Cl)cc2)c1Br	2	0	nt	-5	3.2	-6	-4	0	0
Cc1cc(=O)oc2cc(OCC(=O)NCc3ccccn3)ccc12	-6	-8	6	-6	-0.5	0	-2	-6	8
Cc1nnc(SCC(=O)c2c(N)n(C3CC3)c(=O)[nH]c2=O)n1C	nt	7	-5	nt	nt	nt	nt	-3	0
O=C(Cn1cnc2c(nnn2-c2ccccc2)c1=O)N1CCOCC1	3	4	2	3	-1.8	1	-3	-5	-1
CCc1c(C)[nH]c2ccc(C)cc2c1=O	2	-5	-4	0	1.6	-2	-2	2	7
COc1ccccc1CNC(=O)c1cc2ccccc2oc1=O	-1	1	-4	3	0.3	-1	0	10	13
O=C(NC1CCCCC1)C(c1ccc(F)cc1)N(C(=O)c1cccs1)c1ccc2c(c1)OCO2 (stereo unspecified)	-4	-4	-7	-2	-0.9	11	-1	6	0
COc1ccccc1S(=O)(=O)CC(O)COc1ccc(F)cc1Cl (stereo unspecified)	-4	-6	-2	-5	0.3	-1	0	9	2
CCOC(=O)c1c(NC(=O)CN(CC)CC)sc2c1CCN(C(=O)OCC)C2	0	8	-2	0	4.5	2	-3	5	7
COc1ccc(N(CC(=O)Nc2cccnc2)S(=O)(=O)c2ccccc2)cc1OC	0	-7	-10	-2	-0.3	-2	-2	-2	0
NNC(=O)c1oc2nc(-c3ccco3)cc(-c3ccco3)c2c1N	6	-9	nt	4	3.3	3	66*	-16	13
COc1ccc(-c2c3c(nc4sc5c(=O)[nH]c(C)nc5c24)CCC3)cc1	2	-3	8	0	3.6	-5	0	5	3
COc1ccc(CNC(=O)COC(=O)CCC(=O)c2cccs2)cc1	-3	4	-1	-56	2.7	0	2	6	0
COc1ccc(NC(=O)C2CCC2)cc1S(=O)(=O)N1CCOCC1	-2	-5	-2	nt	-0.4	nt	nt	4	1
CC(=O)c1c(C)oc2c1C(=O)c1ccccc1C2=O	-2	-1	4	7	2.6	-3	2	4	2
COC(=O)CCSc1nc(N2CCOCC2)c2c(c1C#N)CC(C)(C)OC2	-3	12	6	-1	1.8	1	-3	-7	1
CSc1nc2ccc(S(=O)(=O)NC3CCCCC3)cc2s1	-6	5	5	0	2.4	0	3	-1	2
O=C(CN1C(=O)/C(=C\c2ccccc2F)SC1=S)Nc1nc2ccccc2s1	2	-1	-24	-2	1.8	18	4	-30	19
Cn1nc(-c2ccccc2)c(CSc2ccccc2)c1Cl	0	2	3	4	-1.9	-3	-8	9	8
C/C(=N\Nc1ncc(Cl)cc1Cl)c1ccc(N2CCOCC2)cc1	9	-3	5	0	-2.5	5	1	-3	46
CC(C)N(CCNC(=O)C1CCCN(c2ncnc3c2nc2n3CCCCC2)C1)Cc1ccccc1 (stereo unspecified)	0	7	2	5	-0.6	-5	-2	7	-2
CC(=O)Nc1ccc(OCC(O)Cn2ccnc2C)cc1 (stereo unspecified)	-4	7	0	4	-2.0	9	-3	5	-3
O=C(NCc1ccco1)C1CC(=O)N(c2cccc(Cl)c2)C1 (stereo unspecified)	0	9	1	-3	4.0	-2	0	-1	2
COc1cccc(NC(=O)CCSc2nnc3scc(-c4ccccc4)n23)c1	1	9	-4	0	0.2	1	-1	12	-2
Cc1nc(SC(C)C(=O)c2c(N)n(C)c(=O)n(C)c2=O)c2c(C)c(C)sc2n1 (stereo unspecified)	0	2	-1	12	2.1	2	1	-1	10
O=C(NCCN1CCOCC1)C1CCC(=O)N1Cc1ccc(F)cc1 (stereo unspecified)	0	0	4	0	1.0	-5	-3	-1	-1
Cc1cc(C)cc(S(=O)(=O)c2cnc3ccccc3n2)c1	1	-5	-3	1	2.4	6	-3	-1	1
O=C(O)c1ccc(CNCc2cccc(Oc3ccccc3)c2)cc1	4	4	7	0	2.2	8	1	3	-1
COC(OC)C12c3ccccc3C(c3ccccc31)C1C(=O)N(c3cccnc3)C(=O)C12 (stereo unspecified)	-3	5	1	-2	3.7	-3	-2	11	1

The list goes on (two carried over from the part before).
SMILES	PP1 inh	procasp3 activ	PAFAH2 FP inh	Fh CTSL1 inh	PP5 primary	HCV core dimer	TPT1 inh	procasp7 counter	AHR act
O=C(O)c1ccc(CNCc2cccc(Oc3ccccc3)c2)cc1	4	4	7	0	2.2	8	1	3	-1
COC(OC)C12c3ccccc3C(c3ccccc31)C1C(=O)N(c3cccnc3)C(=O)C12 (stereo unspecified)	-3	5	1	-2	3.7	-3	-2	11	1
COC(=O)C1CCN(CC(=O)NC(=O)NC2CCCCC2)CC1	-5	8	4	-3	-1.8	4	-2	3	0
Cc1cccc([N+](=O)[O-])c1NC(=O)COC(=O)C1CCCO1 (stereo unspecified)	1	8	-2	nt	4.3	nt	nt	8	1
CCOc1ccc(CCNC(=O)CSc2nnnn2C)cc1OCC	1	6	1	1	-1.4	-4	-5	-2	1
COc1ccc2[nH]c3c(N4CCc5ccccc5C4)ncnc3c2c1	0	2	10	5	3.0	-13	-7	14	58*
C=CCOc1ccc(/C=N/NC(=O)C(=O)Nc2ccccn2)cc1OC	1	-1	2	2	0.8	-9	0	4	3
Cc1cc(C(=O)O)ccc1-n1c(C)cc(/C=C2\SC(=O)NC2=O)c1C	-4	1	8	-1	-2.0	9	2	0	-1
O=C(C1CCCO1)N1CCN(S(=O)(=O)c2cc(F)ccc2F)CC1 (stereo unspecified)	1	-3	2	0	0.2	9	-7	1	-4
CNC(=S)N(CCc1c(C)[nH]c2ccc(Cl)cc12)Cc1cccs1	-1	7	nt	2	5.0	3	0	1	16
COc1ccc(-c2cc(C(F)(F)F)nc(SCC(=O)NCc3cccs3)n2)cc1	0	8	0	4	0.4	3	1	11	-5
CCn1cc(CN2CCN(Cc3ccsc3)C(CCO)C2)cn1 (stereo unspecified)	-3	1	1	-1	-2.0	-1	-1	1	0
CSCC(=O)N1CCCC(CNC(=O)c2ccc(-c3ccccc3)cc2)C1 (stereo unspecified)	7	7	-6	-3	-0.7	4	-2	13	5
CCNC(=S)Nn1cnc2ccccc21	-5	7	-6	2	-0.2	1	2	-1	2

Compound activity as filed in PubChem BioAssay.

Outcome played no part in choosing rows (roughly 5.6% active in at least one column).
